Screening data (PubChem)
NLRP3 yeast inh: NALP3 inflammasome inhibitors in reconstituted yeast, primary screen, luminescence, uHTS; 330,000 tested, 0.39% active; inhibition, % at 10 µM; Yeast reconstituted NLRP3/ASC/caspase-1, beta-gal luminescence, 24 h; AID 2825, 2010;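 active = inhibition of 50% or more; inactive = inhibition below 50%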;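 note: plate controls were induced DMSO wells for no effect and uninduced yeast grown without galactose for full effect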
tim23-1 inh: growth inhibitors of tim23-1 mutant yeast, primary screen, luminescence, uHTS; S. cerevisiae tim23-1 growth, BacTiter-Glo luminescence, 24 h; inhibition, % at 20 µM; 330,000 tested, 1.3% active; AID 463212, 2010;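 active = growth inhibition of the mutant yeast at or above 50%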;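 note: temperature-sensitive mutant grown at 25 °C; plate controls were DMSO-treated mutant yeast for no effect and medium wells lacking yeast for full effect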
tim10-1 inh: growth inhibitors of tim10-1 mutant yeast, primary screen, luminescence, uHTS | S. cerevisiae tim10-1 ts strain growth, BacTiter-Glo, 24 h | inhibition, % at 20 µM | 330,000 tested, 2.2% active;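 active = inhibition of at least 40%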;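 note: mutant grown at 25 °C; 0% = DMSO wells with yeast and 100% = wells holding no yeast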
NR3A LBD binder: binders of NR3A ligand-binding domain, primary screen, biophysical, differential scanning fluorimetry, uHTS | 340,000 tested, 2.5% active | Tm shift relative to glycine control, % at 25 µM | AID 1259313, 2017 | NR3A LBD differential scanning fluorimetry, Tm shift; 0% = protein alone, 100% = glycine-bound protein | Glutamate receptor ionotropic, NMDA 3A (GRIN3A) ligand-binding domain;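 active = melting temperature shift of at least 10% of the positive control shift, at one fixed dose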
APJ antag: antagonists of human apelin receptor APJ, primary screen, CHO-K1 cells, beta-arrestin complementation, luminescence | P35414 | inhibition, % at 20 µM | 330,000 tested, 0.32% active;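 active = inhibition above about 40% at 20 µM, limit read from the data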;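 note: cells challenged with 10 nM apelin-13 agonist together with compound; plate controls were apelin-13 plus DMSO wells for no effect and DMSO wells lacking apelin-13 for full effect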
Target sequence (P35414 whole entry, looked up): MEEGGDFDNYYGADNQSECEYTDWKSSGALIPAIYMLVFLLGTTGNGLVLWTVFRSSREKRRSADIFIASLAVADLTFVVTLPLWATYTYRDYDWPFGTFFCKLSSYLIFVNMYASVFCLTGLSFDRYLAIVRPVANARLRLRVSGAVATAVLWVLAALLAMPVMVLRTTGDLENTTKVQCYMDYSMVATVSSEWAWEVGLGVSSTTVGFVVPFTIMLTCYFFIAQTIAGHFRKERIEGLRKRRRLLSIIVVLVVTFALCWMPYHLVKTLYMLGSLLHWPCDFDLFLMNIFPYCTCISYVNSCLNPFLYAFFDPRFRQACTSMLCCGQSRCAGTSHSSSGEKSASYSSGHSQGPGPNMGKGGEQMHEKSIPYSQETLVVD
MPTP inh: mitochondrial permeability transition pore inhibitors, primary screen, biochemical, isolated mouse mitochondria, absorbance. Ca2+ swelling absorbance, 30 min. inhibition, % at 10 µM. 360,000 tested, 1.4% active;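 active = inhibition of 50% or more, scaled per plate between neutral and stimulator controls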;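 note: 0% = DMSO wells given calcium and 100% = 1 mM EGTA wells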
TIM10 inh: growth inhibitors of isogenic TIM10 control yeast, primary screen, counter-screen for tim10-1 yeast inhibitor project, luminescence, uHTS. S. cerevisiae TIM10 strain growth, BacTiter-Glo luminescence, 24 h. inhibition, % at 10 µM. 330,000 tested, 1.4% active. AID 463195, 2010;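 active = inhibition of 40% or more at the single tested concentration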;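 note: wild-type TIM10 isogenic control strain grown at permissive 25 °C; 0% = DMSO yeast wells and 100% = minimal medium wells without yeast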
MIN6 prolif: inducers of MIN6 beta-cell proliferation, primary screen, ATP luminescence, uHTS; MIN6 cells proliferation, ATPlite luminescence, 48 h; cells starved in 0.2% serum; 100% = growth in 10% serum; proliferation, % at 10 µM; 330,000 tested, 0.29% active; AID 2380, 2010;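 active = compounds whose signal lies at least 3.5 SD above the mean of all wells on their plate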;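 note: 0% = DMSO-treated cells in low-serum medium and 100% = 10% serum control; some compounds called inactive have numbers as strong as hits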
APJ ag: agonists of human apelin receptor APJ, primary screen, CHO-K1 cells, PathHunter beta-arrestin, luminescence; 0% DMSO wells, 100% apelin; activation, % at 20 µM; 330,000 tested, 0.11% active; AID 2520, 2010;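 active = activation more than six SD over the plate average, tested at 20 µM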;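 note: 0% = DMSO alone and 100% = apelin-13 at 10 nM; some results filed as inactive read as strong as hits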
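Incubation: overnight seeding, 90 min compound at 25 °C, 1 h detection; test system: PathHunter CHO-K1 APJ (AGTRL-1) beta-arrestin reporter cells; amount: 1000 cells/well; doses: one dose, 20 µM compound, 1% DMSO; measured by: beta-gal luminescence; measure: agonist-driven arrestin binding to APJ; benchmarks: negative DMSO alone, positive Apelin-13 at 10 nM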
An asterisk follows results filed as active; . = not tested or not shown; & = joins results of further samples.

mol	TIM10 inh	NLRP3 yeast inh	NR3A LBD binder	tim23-1 inh	tim10-1 inh	MIN6 prolif	APJ ag	APJ antag	MPTP inh
CC1(c2ccc(Cl)cc2)NC(=O)N(CC(=O)Nc2ccc(F)cc2)C1=O (stereo not given)	1	12	-1	-6	-33	0	0	7	-0.5
CCCc1cc(=O)oc2cc(OCC(=O)NCc3cccs3)ccc12	9	22	-3	1	14	1	-2	3	1.4
COc1ccc(Br)cc1C(=O)N/N=C/c1cccnc1	2	13	1	20	-3	1	-4	-13	0.0
O=C(Nc1c(C(=O)N2CCOCC2)cnn1-c1ccccc1Cl)c1ccco1	-5	12	0	-6	12	-2	-1	3	-2.4
CCN1CCN(CC(=O)c2ccc(C)cc2)CC1	7	4	0	13	-13	-4	-5	15	0.5
COc1cccc2cc(C(=O)N3CCC(C)CC3)c(=O)oc12	5	5	-1	3	6	2	-4	-42	-1.0
COC(=O)c1ccccc1N(C)C(=O)C12CCC(C)(C(=O)O1)C2(C)C (stereo not given)	0	-1	-7	-4	5	1	1	6	1.8
N#C/C(=C\c1cccnc1)C(=O)Nc1cccc(Cl)c1	50*	10	-3	85*	48*	-4	3	-14	0.7
COC(=O)c1ccc(CNC(=O)c2ccc(S(=O)(=O)N(C)c3ccccc3OC)cc2)cc1	14	7	0	28	16	-2	0	-1	0.9
CC1CC(C)CN(CCCNS(=O)(=O)c2ccc3c(c2)CCN3C(=O)C2CC2)C1 (stereo not given)	4	10	6	2	6	1	-3	-6	-1.4
c1ccc2cc(CNCc3cccc4ccccc34)ccc2c1	13	23	2	3	14	-4	0	6	10
C#CCOCCOCCOCCNc1nc(N2CCN(C(=O)CCCCCCCCCCNC(=O)[C@H](CCCCN)n3cc(C)nn3)CC2)nc(N2CCN(C(=O)CCCCCCCCCCNC(=O)[C@H](CO)n3cc(CCCSC)nn3)CC2)n1	-4	23	25*	44	23	-8	17	-19	.
C/C(=N\NC(=O)c1ccco1)c1cc2ccccc2o1	14	10	0	17	-4	-1	0	8	-1.3
CC1CCN(C(=S)NC2CCCCC2)CC1	11	8	0	21	22	-1	-5	-20	-0.3
Cc1ccc2c(c1)c1c3n2CCN(CC(O)CNC(C)C)C3CCC1 (stereo not given)	3	17	1	14	-1	-4	0	-1	2.6
S=c1[nH]c(-c2ccccc2)cn1/N=C/c1cccs1	15	28	-1	28	19	0	-1	-33	-0.4

A section from further up:
mol	TIM10 inh	NLRP3 yeast inh	NR3A LBD binder	tim23-1 inh	tim10-1 inh	MIN6 prolif	APJ ag	APJ antag	MPTP inh
CCCc1cc(=O)oc2cc(OCC(=O)NCc3cccs3)ccc12	9	22	-3	1	14	1	-2	3	1.4
COc1ccc(Br)cc1C(=O)N/N=C/c1cccnc1	2	13	1	20	-3	1	-4	-13	0.0
O=C(Nc1c(C(=O)N2CCOCC2)cnn1-c1ccccc1Cl)c1ccco1	-5	12	0	-6	12	-2	-1	3	-2.4
CCN1CCN(CC(=O)c2ccc(C)cc2)CC1	7	4	0	13	-13	-4	-5	15	0.5
COc1cccc2cc(C(=O)N3CCC(C)CC3)c(=O)oc12	5	5	-1	3	6	2	-4	-42	-1.0
COC(=O)c1ccccc1N(C)C(=O)C12CCC(C)(C(=O)O1)C2(C)C (stereo not given)	0	-1	-7	-4	5	1	1	6	1.8
N#C/C(=C\c1cccnc1)C(=O)Nc1cccc(Cl)c1	50*	10	-3	85*	48*	-4	3	-14	0.7
COC(=O)c1ccc(CNC(=O)c2ccc(S(=O)(=O)N(C)c3ccccc3OC)cc2)cc1	14	7	0	28	16	-2	0	-1	0.9
CC1CC(C)CN(CCCNS(=O)(=O)c2ccc3c(c2)CCN3C(=O)C2CC2)C1 (stereo not given)	4	10	6	2	6	1	-3	-6	-1.4
c1ccc2cc(CNCc3cccc4ccccc34)ccc2c1	13	23	2	3	14	-4	0	6	10
C#CCOCCOCCOCCNc1nc(N2CCN(C(=O)CCCCCCCCCCNC(=O)[C@H](CCCCN)n3cc(C)nn3)CC2)nc(N2CCN(C(=O)CCCCCCCCCCNC(=O)[C@H](CO)n3cc(CCCSC)nn3)CC2)n1	-4	23	25*	44	23	-8	17	-19	.
C/C(=N\NC(=O)c1ccco1)c1cc2ccccc2o1	14	10	0	17	-4	-1	0	8	-1.3

(list continues)
mol	TIM10 inh	NLRP3 yeast inh	NR3A LBD binder	tim23-1 inh	tim10-1 inh	MIN6 prolif	APJ ag	APJ antag	MPTP inh
CCn1c(CNc2ccc(Cl)cc2)nnc1SCc1ccc(Cl)cc1	17	6	-22	44	9	-4	-4	9	3.4
COC(=O)C1=C(N)Oc2cc(C)n(CC3CCCO3)c(=O)c2C1c1ccc(Cl)cc1 (stereo not given)	2	2	-1	20	26	4	-4	-10	-2.4
COc1cccc(NC(=O)Cn2cnc3sc(C)c(S(=O)(=O)N4CCCCC4)c3c2=O)c1	-6	-18	0	5	-11	-3	-2	3	0.9
CCOC(=O)c1c(C)[nH]c(C(=O)COC(=O)COc2ccccc2C=O)c1C	53*	-5	-1	54*	23	0	-5	13	1.1
COc1ccc(-c2cc(C(F)F)n3ncc(C(=O)Nc4c(C)n(C)n(-c5ccccc5)c4=O)c3n2)cc1	7	6	2	9	3	-2	-3	13	-0.6
CS(=O)(=O)c1ccc2nc(NC(=O)Nc3ccc(Cl)cc3)sc2c1	-1	5	28*	4	8	0	0	-3	95*
COc1ccccc1/C=C/C(=O)OCC(=O)NCc1ccc2c(c1)OCO2	2	9	2	7	4	7	-3	0	-1.5
C=CCN(CC=C)c1nc2ccccc2nc1C(C#N)C(=O)OCCOC (stereo not given)	41*	33	-2	59*	67*	-4	-3	0	-2.7
Cc1cc(C(=O)OCC(=O)NC(C)c2ccc(F)cc2)c(C)o1 (stereo not given)	0	8	2	11	12	-4	-2	-9	-0.1
Cn1ccc2c([N+](=O)[O-])cccc2c1=O	6	14	1	10	12	-1	0	-4	0.2
CCCn1c(SCc2nc3ccccc3s2)n[nH]c1=O	9	-4	2	7	18	3	-4	7	-0.9
COC(C[C@H]1O[C@@H]1[C@@H](O)COCc1ccccc1)OC	-2	18	-1	7	-12	3	1	-9	0.3
Clc1ccc(CSc2nnc([C@@H]3CCCN3)o2)cc1Cl	6	10	2	19	18	1	-2	11	0.8
Cc1ccccc1NC(=O)NC1CCCCC1C (stereo not given)	-26	23	-3	24	6	1	-4	-4	1.6
Cc1cc(C)nc(NS(=O)(=O)c2ccc(NC(=S)NC(=O)C3CCCC3)cc2)n1	1	2	-3	7	16	-2	-4	43*	24
Cc1c(Cl)cccc1Nc1ncccc1C(=O)O	-1	1	-11&2	15	8	-2	-4	16	-0.5&1.1
C=CCn1c(CSc2nc3ccccc3s2)nnc1SCC(=O)OCC	26	-8	-2	20	23	-2	-3	-4	-0.2
CSc1cccc(CN(C)C(=O)C2CCC(=O)N(CCCN3CCCC3=O)C2)c1 (stereo not given)	-6	0	4	16	14	6	-4	8	-0.3
O=C(COc1ccc(Br)cc1)Nc1nnc(-c2cccnc2)s1	-14	8	-1	-19	-13	1	-4	-25	.
CCOC(=O)CNC(=O)CSc1nnc(C)c(=O)[nH]1	-19	15	-1	2	4	0	0	7	-1.0
NNC(=O)c1cc2cc(OC(F)(F)F)ccc2[nH]1	50*	8	-1	58*	29	0	8	-9	-0.4
Cc1ccc(S(=O)(=O)CC(=O)Nc2nc3ccccc3s2)cc1	39	14	1	26	10	-4	-5	-1	0.4
Cc1ccc(Nc2nc(N)c([N+](=O)[O-])c(NCCO)n2)cc1	-1	-5	0	-2	3	1	0	13	1.3
CCCn1nc(C(=O)NCC2COc3ccccc3O2)c2ccccc2c1=O (stereo not given)	11	-17	4	43	12	2	-3	-20	-0.1
CCC(C)(C)n1nnnc1C(c1ccccc1)N1CCc2ccccc2C1 (stereo not given)	12	0	3	35	27	-2	-4	14	1.7
COc1ccc(/C(C)=N/NC(=O)Cc2ccc(Cl)cc2)cc1	-10	23	-1	-6	-4	-2	1	0	-0.1
Cc1cc(C)n2nc(CC(=O)NNC(=O)c3ccccc3Cl)nc2n1	-3	0	1	1	1	-2	0	7	-1.5
COc1ccc(/C=C(/NC(=O)c2ccc(Br)cc2)C(=O)N2CCOCC2)cc1	4	-8	0	21	3	2	0	9	-2.2
Cc1ccc(CC(=O)Nc2ccc(F)c([N+](=O)[O-])c2)cc1	-19	17	1	27	30	-2	-4	2	-0.7
CCOC(=O)C(=N/O)/C(C)=N/NC(=O)C(=O)Nc1cc(Cl)ccc1Cl	24	5	0	26	24	-1	-3	17	2.6
COC(=O)c1ccc(-c2noc(CN(Cc3nccn3C)C(C)C)n2)cc1	-8	19	0	11	26	4	-4	7	-1.6
Cc1ccc(Nc2nc(Oc3ccc(OCc4ccccc4)nn3)nc(N3CCOCC3)n2)cc1	9	19	0	12	4	-2	-9	17	0.5
CCCOc1ccc(CSc2nnc(CCC)n2N)cc1	4	24	-1	3	11	0	0	-8	-0.7
C=C1CCN([C@@H](CC(C)C)C(=O)NCCC(C)C)S(=O)(=O)c2ccccc21	6	3	1	28	21	-2	6	12	0.2
N#Cc1c(C(F)(F)F)cc(-c2ccccc2)[nH]c1=O	12	-4	-3	7	8	-4	3	-17	13
CCNc1nnc(CSc2nc3ccccc3s2)s1	31	35	-2	45	44*	-1	-6	-10	0.0
COc1ccc(OC)c(-n2c(SCC(C)=O)nnc2-c2cccc(S(=O)(=O)N(C)C)c2)c1	0	4	0	6	9	-2	0	16	-0.6
COc1cccc(-n2nnnc2SCC(=O)NCc2ccc3c(c2)OCO3)c1	-4	21	2	29	28	-1	-1	3	-0.4
CSc1ccc(/C=N/Nc2nc(C)cc(C)n2)cc1	23	21	-1	-13	23	-3	-1	9	-1.0
COc1ccc(CNC(=O)c2ccccc2NS(C)(=O)=O)cc1	6	4	1	8	14	0	-4	-3	-1.6
O=C(Nc1ccccc1Br)c1ccccc1-c1ccccc1	-8	-19	-13	1	22	0	-2	5	1.1
C=CCn1c(=O)c2ccccc2n2c(SCC(=O)Nc3cc(C)on3)nnc12	-11	12	3	-2	12	-2	-1	12	0.3
CC(=O)c1nn(-c2cccc(Br)c2)cc1C(=O)c1ccc2ccccc2c1	-23	-3	3	9	-12	-5	-3	-2	-3.9
COc1cccc(-c2nc(-c3ccc(NC(=O)c4cccnc4)cc3)no2)c1	1	14	-6	15	15	0	10	-8	-1.7
